Compound activity (PubChem)
NPC1 promoter act: activators of NPC1 promoter | Huh7 NPC1 promoter luciferase reporter, 24 h | Potency, µM (titrated, usually from 9.22 µM), without a hit: top-dose activation, most hits filed as activators | 2.4% of 320,000 active | AID 485313;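 also: potency is read from the fitted curve at half-maximal effect; % of control where 0% means no effect; nearly all actives have a fitted effect of over 60% in size; reporter is driven by a mutant NPC1 promoter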
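Stably transfected Huh7 (NPC1 promoter→luciferase), 1500 cells/well in Opti-MEM + 10% FBS, 2 h settle, then compound 24 h at 37 °C. Luminescence after 10 min with Amplite reagent.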
FLuc modulator: inhibits or activates purified firefly luciferase, miR-21 counter-screen. P08659. purified FLuc, Km substrates, luminescence inhibition. Potency, µM (top dose mostly 57.5 µM), without a hit: top-dose activity change, negative = inhibition, most hits filed as inhibitors. 6.9% of 360,000 active. AID 588342;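 also: potency is read from the fitted curve at half-maximal effect; plate controls were vehicle for no effect and reference inhibitor for full effect; nearly all actives have a fitted effect of over 55% in size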
Target sequence (P08659 whole entry, looked up): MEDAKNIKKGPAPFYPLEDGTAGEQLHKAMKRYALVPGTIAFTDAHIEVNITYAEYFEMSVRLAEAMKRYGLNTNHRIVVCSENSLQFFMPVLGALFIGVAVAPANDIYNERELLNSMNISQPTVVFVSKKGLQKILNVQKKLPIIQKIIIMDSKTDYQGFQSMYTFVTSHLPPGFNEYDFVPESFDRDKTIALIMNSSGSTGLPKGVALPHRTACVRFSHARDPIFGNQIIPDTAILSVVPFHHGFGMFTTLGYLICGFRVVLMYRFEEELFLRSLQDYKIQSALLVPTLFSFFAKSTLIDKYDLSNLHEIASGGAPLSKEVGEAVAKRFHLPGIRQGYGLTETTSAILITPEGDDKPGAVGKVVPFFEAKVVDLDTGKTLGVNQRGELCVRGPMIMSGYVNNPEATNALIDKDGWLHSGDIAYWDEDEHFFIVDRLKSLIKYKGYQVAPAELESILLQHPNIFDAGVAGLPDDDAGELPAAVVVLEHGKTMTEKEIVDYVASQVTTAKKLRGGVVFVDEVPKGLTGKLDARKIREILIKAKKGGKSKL
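Purified P. pyralis luciferase (10nM final) with 10uM D-luciferin and 10uM ATP (Km levels) in 50mM Tris acetate pH 7.5, 10mM Mg acetate, 0.01% Tween-20, 0.05% BSA; qHTS 6-point titration, ~60 µM downward; luminescence read.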
ELG1 genotox: induces genotoxicity in HEK293T cells with luciferase-tagged ELG1. HEK293T ELG1-luciferase reporter, luminescence, 16 h. Potency, µM (titrated, usually from 46 µM), inactives show at the top dose activity change, positive = activation, hits mostly activators. 1.3% of 330,000 active. AID 504466; also: potency is read from the fitted curve at half-maximal effect; % of control where 0% means no effect; nearly all actives have a fitted effect of over 60% in size
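Cells (2,000/well) expressing the ELG1-luciferase fusion are dosed by pin tool and kept 16 hr at 37 °C, 5% CO2. Signal comes from ONE-Glo luciferase reagent after 30 min at room temperature.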
BRCA1 expr act: BRCA1 expression activation | 1.1% of 380,000 active | Potency, µM (highest dose often 46.1 µM), inactives show at the top dose activation, hits mostly activators | MCF7-BRCA1-FFLuc reporter, luminescence, 48 h; response scale: scaled: vehicle 0%, 10 µM genistein 100%; also: potency is read from the fitted curve at half-maximal effect; nearly all actives have a fitted effect of over 80% in size; some results filed as inactive show a strong effect at the top dose
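Using MCF7 cells harboring a BRCA1 firefly luciferase reporter, plated 2 h before compound pinning, the screen measured luminescence after 48 h incubation. Responses were normalized to DMSO and 10 microM genistein, then fitted for concentration-effect.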
p53 reactivator: restores transcriptional activity of mutant p53; 0.063% of 320,000 active; H1299 p53-A138V BP100-luciferase reporter, luminescence, 24 h; AID 504706; Potency, µM (titrated, usually from 92.2 µM), for the others: top-dose activity change, positive = activation, usual class: activators; also: potency is read from the fitted curve at half-maximal effect; % of control where 0% means no effect; nearly all actives have a fitted effect of over 45% in size
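H1299 (p53-null), stable ts p53-A138V + BP100-Luc; 1000 cells/well, Opti-MEM/10% FBS; cpd 4 pt, 1:5; 24 h, 37 deg C, 5% CO2; detection reagent 10 min RT; luminescence.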
Giardia kill: kills Giardia lamblia | AID 540267 | activity change, % at 7.66 µM, hits read low | Giardia lamblia trophozoite viability | 0.15% of 340,000 active; in the data active = activity change below about -80%; inconclusive = between about -30% and that limit;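 also: parasites exposed to compound for two days anaerobically before the ATP read; % is scaled to controls: 0 for no effect and ±100 for the full control effect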
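Trophozoites 100 cells/well + cpd; 48 hrs, 37 deg C, anaerobic. ATPLite 1-Step added, 15-30 min RT, luminescence read (ATP-based viability).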
Rab9 promoter act: activators of Rab9 promoter; Huh7 Rab9 promoter-luciferase reporter, luminescence, 24 h; Potency, µM (doses to about 9.22 µM), without a hit: at the top dose activation, negative = inhibition, actives largely listed as activators; 2.8% of 320,000 active; AID 485297; also: potency is read from the fitted curve at half-maximal effect; % of control where 0% means no effect; nearly all actives have a fitted effect of over 60% in size
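Huh7 cells stably carrying Rab9 promoter–luciferase reporter, plated 1500 cells/well, compound added after 2 h and incubated 24 h at 37 °C; luciferase luminescence then read after 10 min with detection reagent.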
* marks the source's active call; other numbers are inactive results; ? = inconclusive; . = no result given; & = joins results of further samples; [ ] = remark or other dose. Unless noted, calls follow the shape of the dose curve; as a rule, active = well fitted curve in the direction sought with a large enough effect; inconclusive = small, poorly fitted or top-dose-only effect, or another doubt; inactive = no such curve, though single readings can be large; an effect the other way counts as inactive or inconclusive. A portion of the library, so the mix of outcomes need not match the whole.

nr	canonical_smiles	Rab9 promoter act	NPC1 promoter act	FLuc modulator	Giardia kill
1	O=C(Nc1ccc(OC(F)(F)F)cc1)c1cccn(Cc2ccccc2Cl)c1=O	.	.	?	.
2	CC(=O)c1cccc(NC(=O)c2cccn(Cc3cccc(C)c3)c2=O)c1	.	.	-3%	.
3	Cc1cccc2sc(NC(=O)c3cccn(Cc4ccccc4)c3=O)nc12	.	.	-6%	.
4	CCCN1CCc2cc(O)cc3c2[C@H]1Cc1ccc(O)c(O)c1-3	-10%[46.1 µM]	0%[46.1 µM]	.	-13
5	C[C@]12CC[C@H](O)CC1=CCC1C2CC[C@@]2(C)C1C[C@@H](O)[C@@H]2O (stereo partly drawn)	.	.	.	-22
6	C[C@]12CC[C@@H](O)CC1=CCC1C2CC[C@@]2(C)C1CC[C@@H]2N (stereo partly drawn)	.	.	.	-26
7	C[C@H]1CC2C3CC=C4C[C@@H](O)CC[C@]4(C)C3CC[C@]2(C)[C@H]1O (stereo partly drawn)	.	.	.	15
8	C[C@]12CC[C@H](O)CC1C(=O)CC1C2CC[C@@]2(C)C1CC[C@@H]2O (stereo partly drawn)	.	.	.	-16
9	CCN1CCN(C(=O)COc2ccc3oc4c(c3c2)CCCC4)CC1	.	.	.	10
10	C[C@@H]1CC2C3CC=C4C[C@@H](O)CC[C@]4(C)C3CC[C@]2(C)[C@H]1O (stereo partly drawn)	.	.	.	6

nr	p53 reactivator	ELG1 genotox	BRCA1 expr act
1	.	.	10%
2	.	.	0%
3	.	.	7%
4	.	.	-28%&-26%
5	0%	-2%	14%
6	3%	-6%	-32%
7	2%	-3%	-18%
8	4%	2%	-11%
9	1%	-2%	-11%
10	10%	-1%	-17%

Going on with the list.
nr	canonical_smiles	Rab9 promoter act	NPC1 promoter act	FLuc modulator	Giardia kill
11	CC1(C)C(=O)CC[C@@]2(C)C1=CCC1C2CC[C@]2(C)C(=O)CCC12 (stereo partly drawn)	.	.	.	-8
12	COc1cccc(-c2sc3ccccc3c2-c2ccc(OCCN3CCOCC3)cc2)c1	.	.	.	13
13	C[C@]12CCC3C(CC[C@H]4C[C@@H](O)CC[C@]34C)C1[C@H]1CN=N[C@H]1[C@@H]2O (stereo partly drawn)	.	.	.	-13
14	c1ccc(-c2ccncc2)cc1	.	.	.	-2
15	COC12CCC3(CC1C(C)(O)C(C)(C)C)[C@H]1Cc4ccc(OC5OC(C(=O)O)[C@@H](O)C(O)[C@H]5O)c5c4[C@@]3(CCN1CC1CC1)C2O5 (stereo partly drawn)	.	.	.	-2
16	Oc1ccc2c3c1OC1c4[nH]c5ccccc5c4C[C@@]4(O)C(C2)N(CC2CC2)CC[C@]314 (stereo partly drawn)	.	.	.	-1
17	C[C@]12CCC3C(CC[C@H]4C[C@@H](O)CC[C@]34C)[C@H]1CC[C@H]2O (stereo partly drawn)	.	.	.	3
18	O=C(Cc1ccccc1)OCC(=O)c1ccc(F)cc1	.	.	.	-9
19	O=C(Cc1ccccc1F)N1CCN(CC(=O)N2CCCC2)CC1	.	.	.	6
20	C[C@]12CC[C@H](O)CC1=C([N+](=O)[O-])CC1C2CC[C@@]2(C)C1CC[C@@H]2O (stereo partly drawn)	.	.	.	6

nr	p53 reactivator	ELG1 genotox	BRCA1 expr act
11	0%	-6%	-24%
12	-6%	-1%	-42%
13	-1%	-4%	-5%
14	3%	2%	36%
15	7%	0%	-4%
16	-8%	3%	-8%
17	-2%	0%	-25%
18	0%	2%	-8%
19	-7%	1%	-14%
20	-15%	0%	-8%

Further compounds follow:
nr	canonical_smiles	Rab9 promoter act	NPC1 promoter act	FLuc modulator	Giardia kill
21	CC(C)CNC(=O)/C=C/C=C/CCCCCC/C=C/c1ccc2c(c1)OCO2	.	.	.	-23
22	COC(=O)C1=C(c2ccc(F)cc2OCc2ccccc2)C[C@@H]2CC[C@H]1N2C(=O)NCc1cc(C)oc1C(F)(F)F	.	.	.	6
23	COCCO[C@H]1CC[C@@]2(C)C(=CCC3C2CC[C@@]2(C)C3CC[C@]2(C)O)C1 (stereo partly drawn)	.	.	.	10
24	C[C@]12CCC3C(CC[C@H]4C[C@@H](O)CC[C@]34C)C1CC[C@@H]2O (stereo partly drawn)	.	.	.	10
25	CN1C2CCC1C(C(=O)O)C(O)C2 (stereo not drawn)	.	.	.	-12
26	C[C@]12C[C@H](O)[C@@H](O)CC1=CCC1C2CC[C@@]2(C)C1CC[C@@H]2O (stereo partly drawn)	.	.	.	-1
27	O=C(OC1CC2CCC(N2)C1C(=O)O)c1ccccc1 (stereo not drawn)	.	.	.	32[activator]
28	Cc1ccc(NC(=O)c2ncn(CC(=O)NCc3ccc4c(c3)OCO4)n2)cc1C	.	.	.	28
29	c1cc2c(cc1[C@H]1OCC3C1CO[C@@H]3c1ccc3c(c1)OCO3)OCO2 (stereo partly drawn)	.	.	.	-20
30	C[C@@H]1CCC2[C@@H](C)C(=O)O[C@@H]3OC4(C)CCC1[C@@]23OO4 (stereo partly drawn)	.	.	.	-6
31	COc1cc([C@H]2OC[C@H]3[C@@H]2CO[C@@H]3c2cc(OC)c(O[C@@H]3O[C@H](CO)[C@@H](O)[C@H](O)[C@H]3O)c(OC)c2)cc(OC)c1O[C@H]1O[C@@H](CO)[C@H](O)[C@@H](O)[C@@H]1O	.	.	.	4
32	COC(=O)C1=C(c2ccc(OCc3ccccc3)cc2)C[C@@H]2CC[C@H]1N2C(=O)NCCN1CCOCC1	.	.	.	13
33	Cn1cccc1C1CCCN1CC(=O)Nc1ccc(C#N)c(Cl)c1 (stereo not drawn)	.	.	.	-2

nr	p53 reactivator	ELG1 genotox	BRCA1 expr act
21	-5%	0%	2%
22	-3%	-3%	-15%
23	-10%	-5%	-43%
24	-2%	-2%	-1%
25	2%	2%	5%
26	10%	-2%	-6%
27	-1%	2%	3%
28	?	16%	11µM*
29	-6%	-1%	32%
30	0%	-1%	-17%
31	2%	3%	7%
32	-4%	-3%	-35%
33	-24%	-4%	-27%

Some of these compounds in order of length of the SMILES, ascending:
nr	canonical_smiles	Rab9 promoter act	NPC1 promoter act	FLuc modulator	Giardia kill
25	CN1C2CCC1C(C(=O)O)C(O)C2 (stereo not drawn)	.	.	.	-12
18	O=C(Cc1ccccc1)OCC(=O)c1ccc(F)cc1	.	.	.	-9
27	O=C(OC1CC2CCC(N2)C1C(=O)O)c1ccccc1 (stereo not drawn)	.	.	.	32[activator]
33	Cn1cccc1C1CCCN1CC(=O)Nc1ccc(C#N)c(Cl)c1 (stereo not drawn)	.	.	.	-2
21	CC(C)CNC(=O)/C=C/C=C/CCCCCC/C=C/c1ccc2c(c1)OCO2	.	.	.	-23
28	Cc1ccc(NC(=O)c2ncn(CC(=O)NCc3ccc4c(c3)OCO4)n2)cc1C	.	.	.	28
29	c1cc2c(cc1[C@H]1OCC3C1CO[C@@H]3c1ccc3c(c1)OCO3)OCO2 (stereo partly drawn)	.	.	.	-20
24	C[C@]12CCC3C(CC[C@H]4C[C@@H](O)CC[C@]34C)C1CC[C@@H]2O (stereo partly drawn)	.	.	.	10
30	C[C@@H]1CCC2[C@@H](C)C(=O)O[C@@H]3OC4(C)CCC1[C@@]23OO4 (stereo partly drawn)	.	.	.	-6
23	COCCO[C@H]1CC[C@@]2(C)C(=CCC3C2CC[C@@]2(C)C3CC[C@]2(C)O)C1 (stereo partly drawn)	.	.	.	10
16	Oc1ccc2c3c1OC1c4[nH]c5ccccc5c4C[C@@]4(O)C(C2)N(CC2CC2)CC[C@]314 (stereo partly drawn)	.	.	.	-1
20	C[C@]12CC[C@H](O)CC1=C([N+](=O)[O-])CC1C2CC[C@@]2(C)C1CC[C@@H]2O (stereo partly drawn)	.	.	.	6

nr	p53 reactivator	ELG1 genotox	BRCA1 expr act
25	2%	2%	5%
18	0%	2%	-8%
27	-1%	2%	3%
33	-24%	-4%	-27%
21	-5%	0%	2%
28	?	16%	11µM*
29	-6%	-1%	32%
24	-2%	-2%	-1%
30	0%	-1%	-17%
23	-10%	-5%	-43%
16	-8%	3%	-8%
20	-15%	0%	-8%

nr	canonical_smiles	Rab9 promoter act	NPC1 promoter act	FLuc modulator	Giardia kill
32	COC(=O)C1=C(c2ccc(OCc3ccccc3)cc2)C[C@@H]2CC[C@H]1N2C(=O)NCCN1CCOCC1	.	.	.	13
22	COC(=O)C1=C(c2ccc(F)cc2OCc2ccccc2)C[C@@H]2CC[C@H]1N2C(=O)NCc1cc(C)oc1C(F)(F)F	.	.	.	6
31	COc1cc([C@H]2OC[C@H]3[C@@H]2CO[C@@H]3c2cc(OC)c(O[C@@H]3O[C@H](CO)[C@@H](O)[C@H](O)[C@H]3O)c(OC)c2)cc(OC)c1O[C@H]1O[C@@H](CO)[C@H](O)[C@@H](O)[C@@H]1O	.	.	.	4

nr	p53 reactivator	ELG1 genotox	BRCA1 expr act
32	-4%	-3%	-35%
22	-3%	-3%	-15%
31	2%	3%	7%
